Screening results deposited in PubChem by Sanford-Burnham Center for Chemical Genomics.
SENP7 inh – inhibitors of human SENP7 protease; Q9BQF6; recombinant SENP7, Z-RLRGG-aminoluciferin luminescence, 40 min; inhibition, % at 5 µM; hit rate 1.5% among 330,000;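 active = inhibition above about 50% at the single test dose, limit read from the data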;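 also: plate controls were DMSO with enzyme for no effect and no enzyme buffer wells for full effect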
Target sequence (Q9BQF6 706-1050 limits assumed): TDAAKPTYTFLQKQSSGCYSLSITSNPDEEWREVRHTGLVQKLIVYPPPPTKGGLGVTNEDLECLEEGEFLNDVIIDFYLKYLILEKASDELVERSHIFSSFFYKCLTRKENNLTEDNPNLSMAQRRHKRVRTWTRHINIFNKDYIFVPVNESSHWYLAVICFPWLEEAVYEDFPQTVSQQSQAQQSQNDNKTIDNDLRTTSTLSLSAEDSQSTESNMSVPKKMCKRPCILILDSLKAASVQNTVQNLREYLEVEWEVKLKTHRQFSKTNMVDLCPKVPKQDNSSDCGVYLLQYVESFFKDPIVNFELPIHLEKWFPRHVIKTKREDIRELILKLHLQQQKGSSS
SENP8 block – blocks the human protease SENP8. purified SENP8, Z-RLRGG-aminoluciferin cleavage, luminescence. inhibition, % at 10 µM. hit rate 1.2% among 330,000. AID 2540
Target sequence (Q96LD8 whole entry, looked up): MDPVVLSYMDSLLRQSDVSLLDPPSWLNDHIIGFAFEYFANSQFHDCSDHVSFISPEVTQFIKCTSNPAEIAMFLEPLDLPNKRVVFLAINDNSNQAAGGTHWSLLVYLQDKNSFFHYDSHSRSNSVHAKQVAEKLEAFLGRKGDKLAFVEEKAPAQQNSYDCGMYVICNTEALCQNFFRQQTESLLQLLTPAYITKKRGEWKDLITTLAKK
UBC13 inh – blocks human UBC13 polyubiquitin chain formation. P61088. TR-FRET. inhibition, % at 20 µM. hit rate 0.47% among 330,000. AID 485273; in the data active = inhibition above about 45%, passing the limit was not always enough
Target sequence (P61088 whole entry, looked up): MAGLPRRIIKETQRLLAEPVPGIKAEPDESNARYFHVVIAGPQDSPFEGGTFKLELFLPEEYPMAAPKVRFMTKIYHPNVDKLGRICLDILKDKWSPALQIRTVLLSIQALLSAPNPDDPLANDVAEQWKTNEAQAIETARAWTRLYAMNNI
Gli-Sufu block – blocks Gli-Sufu signaling in a luciferase reporter; hit rate 0.74% among 340,000; AID 588413; Sufu-KO-LIGHT fibroblasts, Gli luciferase reporter luminescence; inhibition, % at 5 µM;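 active = inhibition above about 55%, limit read from the data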;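 also: 0% = DMSO-treated cells and 100% = wells with medium but no cells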
697 NFkB inh – lowers PMA/ionomycin-induced NF-kB signal in 697 B cells; 697 B-cell NF-kB luciferase reporter, 16 h; inhibition, % at 4 µM; hit rate 0.33% among 330,000; AID 435022; in the data active = inhibition above about 35%
HKDC1 inh – inhibitors of human hexokinase HKDC1; recombinant HKDC1, G6PDH/diaphorase resazurin coupled fluorescence; inhibition, % at 20 µM; hit rate 0.16% among 340,000; Q2TB90;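 active = inhibition above about 35% when tested at 20 µM, limit read from the data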;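 also: plate controls were DMSO wells with enzyme for no effect and DMSO wells lacking enzyme for full effect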
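Test system: HK5 enzyme. Quantity: 5 µg/mL HK5 final. Reagent: glucose and ATP substrates. Schedule: 90 min reaction incubation at room temperature, dark. Technique: resazurin-to-resorufin fluorescence via G6PDH and diaphorase coupling, 525/613 nm. Control set: DMSO wells with and without enzyme mix.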
Jurkat NFkB inh – lowers PMA/ionomycin-induced NF-kB signal in Jurkat cells | PMA/ionomycin-induced NF-kB luciferase reporter, luminescence | AID 435003 | inhibition, % at 4 µM | hit rate 0.53% among 330,000
Apaf1 inhib – inhibitors of human Apaf-1 apoptosome; O14727; reconstituted apoptosome caspase-3 activity, DEVD-Rh110 fluorescence; inhibition, % at 20 µM; hit rate 0.71% among 330,000; AID 489030; active = inhibition of at least 40% at 20 µM;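 also: plate controls were DMSO wells for no effect and DEVD-CHO caspase inhibitor wells for full effect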
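Material: reconstituted apoptosome with Apaf-1, cytochrome c, caspase-9, procaspase-3, dATP; medium: pH 7.5 Hepes buffer with CHAPS, BSA, DTT; also added: cytochrome c and DEVD-Rh110 substrate; timing: 30 min plus 50 min, RT; signal: Rh110 fluorescence intensity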
An asterisk follows results filed as active; / = no result given. Rule as the data show it, unless noted: active = inhibition above about 50%; inactive = the rest.

SMILES	SENP7 inh	SENP8 block	UBC13 inh	Gli-Sufu block	697 NFkB inh	HKDC1 inh	Jurkat NFkB inh	Apaf1 inhib
CC1CN(S(=O)(=O)c2cccc(C(F)(F)F)c2)CN1C(=O)N1CCOCC1 (configuration not stated)	-3	-4	0	20	19	-5	6	2
CN(c1ccccc1)S(=O)(=O)c1ccc(NC(=O)c2nc(S(C)(=O)=O)ncc2Cl)cc1	5	4	2	16	-95	12	53*	14
COc1cc(N=Cc2c(O)[nH]c3ccccc23)cc(OC)c1OC	-1	4	-13	37	45*	4	76*	-2
Nn1c(=O)c2ccccc2n2c(SCc3ccccc3)nnc12	4	3	7	4	6	6	10	-5
O=C(N/N=C/c1cccnc1)c1ccccc1OCc1ccc(Br)cc1	0	-2	8	-8	12	-15	-2	16
CCNC(=O)COC(=O)c1sccc1C	-4	3	-6	-3	18	-5	11	-16
COc1ccc(-c2nnc(NC(=O)c3ccc(S(=O)(=O)N(C)CC4CCCO4)cc3)o2)c(OC)c1 (configuration not stated)	-3	6	-14	-8	-32	3	11	5
COC(=O)c1c(C)n(-c2ccccc2)c2ccc(O)cc12	2	-2	13	-8	10	20	7	5
CCCCC1CCC(/C(N)=N/O)CC1 (configuration not stated)	1	2	10	3	3	-1	-10	-1
O=C(COc1ccccc1Br)N1CCN(C(=O)c2cccs2)CC1	-6	-1	5	0	11	-2	4	-7
O=C(NCC(=O)N(c1ccccc1)C(C(=O)NC1CCCCC1)c1cccnc1)c1ccco1 (configuration not stated)	1	2	-1	8	11	-3	-1	-1
CCN1CCN(CCC(=O)Nc2cc(OC)ccc2OC)CC1	-4	9	2	20	-49	-2	-15	-6
COc1ccc(Cl)cc1N(C(=O)c1ccco1)C(C(=O)NC1CCCC1)c1ccco1 (configuration not stated)	4	12	5	0	-70	-1	-79	5
O=[N+]([O-])c1cc(C(F)(F)F)cc([N+](=O)[O-])c1NCc1cccnc1	8	0	-6	-3	19	-8	-4	0
CN(CC1CCCO1)S(=O)(=O)c1ccc(C(=O)NCc2ccccc2)cc1 (configuration not stated)	-9	9	-4	9	-22	-2	-8	6
COc1ccccc1CNC(=O)C(=O)NCC1CCCO1 (configuration not stated)	-11	-6	0	0	5	-8	0	8
S=C(NC1CCCCC1)N1CCOCCOCCN(C(=S)NC2CCCCC2)CCOCC1	9	-6	15	3	-6	-3	-6	28
O=c1c(C(c2ccc(Br)cc2)c2c(O)nc3n(c2=O)CCCS3)c(O)nc2n1CCCS2	-3	5	3	3	12	6	4	-22
CC(C)[C@H](NS(=O)(=O)c1ccc2c(c1)OCCO2)C(=O)OCC(=O)Nc1ccccc1Cl	6	-1	-1	-11	5	2	2	4
Cc1ccc(-c2[nH]nc3c2C(c2ccsc2)C(C#N)=C(N)O3)cc1 (configuration not stated)	7	3	6	3	20	-1	1	14
COc1ccc(C(=O)CSC2=C(C#N)C3(CCCCC3)C(C#N)=C(N)N2)cc1	0	2	8	0	16	6	3	2
CCCCCCCc1nn2c(=O)cc(O)nc2s1	5	1	9	1	0	-22	4	10
CCN(CCNC(=O)C1CCN(S(=O)(=O)c2c(C)noc2C)CC1)c1ccccc1	0	4	1	7	18	-6	-14	3
COC(=O)CCCCCCCCC(=O)Nc1nc2ccccc2s1	5	3	8	-1	-7	-2	-8	7
COc1ccc(N2C(=O)CN=C2Nc2nc(C)cc(C)n2)cc1OC	-6	-11	5	6	18	-7	2	-8
C=CCSc1nnc2c(n1)OC(c1ccco1)Nc1ccccc1-2 (configuration not stated)	3	0	-27	-4	3	-4	-1	13
COc1cc(/C=N/NC(=O)Cc2ccccc2)cc(OC)c1OC	6	-8	0	-3	13	-2	-15	-3
Cc1sc(NC(=O)C2CCCO2)c(C#N)c1C (configuration not stated)	-9	-7	-3	-4	-18	-4	-21	3
CCN(CC)CCN(CC)Cc1ccccc1Br	-7	-9	-6	7	-5	-12	-11	-8
N#Cc1nc(COc2ccc(Cl)cc2Cl)oc1N1CCOCC1	-4	-3	-8	-18	-12	8	-9	14
Cc1ccc2c(c1)oc(=O)n2CC(=O)c1ccccc1	8	7	2	-1	5	5	16	-19
Cc1ccc(S(=O)(=O)N(Cc2ccccc2F)C(=O)N2CCN(C)CC2)cc1	-10	-7	0	-3	11	-9	13	-4
CCCCN1C2=C(C(=O)CCC2)C(c2ccc(Cl)c(Cl)c2)C2=C1c1ccccc1C2=O (configuration not stated)	3	-2	-42	-20	-21	5	-3	28
O=C(NS(=O)(=O)Oc1ccc(F)c(Cl)c1)OC[C@@H]1CCCN2CCCCC12 (some centres not stated)	3	5	-3	-19	4	-6	-1	1
O=C(N/N=C/c1ccccc1Cl)c1ccncc1	7	-9	-6	5	5	-6	-5	-5
CCc1ccc2c(c1)cc(CN(C(=S)Nc1ccccc1Cl)C1CC1)c1nnnn12	0	0	-4	16	-2	-4	12	15
CCc1cc(C(=O)NCCN(C)C)cs1	-1	-1	11	5	13	7	1	-10
COc1ccc(CNC(=O)Cn2cc([N+](=O)[O-])nc2C)cc1	1	6	-2	3	-9	-4	1	-1
COC(=O)c1cnc(Oc2ccc(NC(=O)NC(=O)c3c(OC)cccc3OC)cc2)cc1C(F)(F)F	-3	3	2	52	-77	10	66*	1
COc1cc(C=O)ccc1OCC(=O)N1CCCC1	1	-2	6	-6	3	-8	13	0
O=C(O)/C(=C\c1ccc(Cl)cc1)c1ccc(F)cc1	-15	-14	-15	5	7	1	2	-1
CCc1ccc(NC2CC(=O)N(c3ccc(OC)cc3OC)C2=O)cc1 (configuration not stated)	2	-1	1	-1	5	-1	-2	2
COC(=O)c1ccccc1NC(=O)CNC(=O)c1ccc(OC)c(OC)c1	0	7	8	-20	12	2	6	-6
CCN(CC)CCn1c(SCC(=O)Nc2cccc(OC)c2)nc2c(sc3ccccc32)c1=O	-6	-10	13	1	-18	-2	-30	17
Cc1ccc(-c2nnn(CC(=O)NCCc3ccc4c(c3)OCO4)n2)cc1	-4	-5	0	-9	-6	-14	-15	-3
O=C(NC(=O)N1CCCc2ccccc21)c1ccccc1	5	-7	-8	3	15	-2	8	5
CCOC(=O)N1CCN(CCC(=O)Nc2ccc(C)cc2)CC1	-13	0	-1	6	-1	-4	-10	8
OCCN(CCO)Cc1csc2ccccc12	7	-1	16	-1	7	-5	8	-3
CC(C)OC(=O)CN1C(=O)C(=O)c2ccccc21	0	5	-11	1	-1	21	-4	1
Cc1nn(Cc2c(F)c(F)c(F)c(F)c2F)c(C)c1NC(=O)c1ccc(COc2ccc(F)cc2)o1	-2	0	-8	18	19	-1	14	-4
Cc1cccc(N2CCN(C(=O)c3ccc4c(c3)NC(=O)C(CSCc3cccc(F)c3)N4)CC2)c1C (configuration not stated)	-7	1	-23	/	-26	/	6	20
COCCn1c(C)cc(C(=O)COC(=O)c2n[nH]c3ccccc23)c1C	86*	82*	-20	-10	-393	0	-55	13
CNC(=O)/C=C1\NC(C)(C)Cc2c1ccc1ccccc21	-1	2	5	-3	5	-4	7	-2
O=C(c1ccccc1F)N1CCN(Cc2nc3sc4c(c3c(=O)[nH]2)CCCC4)CC1	-3	-5	5	-7	-3	2	16	4
CC(C)C(NC(=O)C1CCCCC1)C(=O)NC1CCCC(C)C1C (configuration not stated)	0	19	0	10	7	-1	4	0
COc1ccc(NC(=O)CN(C)C(=O)CSc2ccc3c(c2)OCCO3)cc1	3	11	3	18	13	-2	-1	14
OCC[C@@H]1C[C@H](O)[C@@H](O)[C@]2(Cc3ccccc3O2)O1	12	-6	-8	-6	11	-3	1	-3
N#CCCN1CCN(C(=S)c2ccc(-c3ccc(Cl)cc3)o2)CC1	2	-8	-30	-3	-14	1	6	15
COc1ccc(NC2=CC(c3ccc(OC)c(OC)c3)N(c3ccc(OC)cc3)C2=O)cc1 (configuration not stated)	-4	-7	-9	-5	-6	-2	-5	33
CC(=O)c1ccc(N2CCN(C(=O)c3ccc(Cl)c(S(=O)(=O)NC4CC4)c3)CC2)c(F)c1	1	-4	-4	-4	6	2	2	6

Later entries.
SMILES	SENP7 inh	SENP8 block	UBC13 inh	Gli-Sufu block	697 NFkB inh	HKDC1 inh	Jurkat NFkB inh	Apaf1 inhib
C=CCNC(=O)c1c(CS(=O)(=O)c2ccccc2)noc1C(=O)NCc1ccccc1	-7	4	0	-1	14	-6	9	-6
O=S(=O)(NCc1ccccc1)[C@@H]1CC2C=CC1C2 (some centres not stated)	-1	-1	-10	-1	3	-4	6	-6
O=C(c1c(F)c(F)c(F)c(F)c1F)N1CCc2ccccc21	-18	-9	-6	4	-20	0	-8	17
Cc1cc(C)c2c3c(sc2n1)C(=O)N(c1ccccc1)CC(=O)N3	2	-5	1	1	3	-2	5	-4

Some of the entries so far, with two lines to a compound:
Results follow in this order: SENP7 inh	SENP8 block	UBC13 inh	Gli-Sufu block	697 NFkB inh	HKDC1 inh	Jurkat NFkB inh	Apaf1 inhib
> OCCN(CCO)Cc1csc2ccccc12
→ 7	-1	16	-1	7	-5	8	-3
> CC(C)OC(=O)CN1C(=O)C(=O)c2ccccc21
→ 0	5	-11	1	-1	21	-4	1
> Cc1nn(Cc2c(F)c(F)c(F)c(F)c2F)c(C)c1NC(=O)c1ccc(COc2ccc(F)cc2)o1
→ -2	0	-8	18	19	-1	14	-4
> Cc1cccc(N2CCN(C(=O)c3ccc4c(c3)NC(=O)C(CSCc3cccc(F)c3)N4)CC2)c1C (configuration not stated)
→ -7	1	-23	/	-26	/	6	20
> COCCn1c(C)cc(C(=O)COC(=O)c2n[nH]c3ccccc23)c1C
→ 86*	82*	-20	-10	-393	0	-55	13
> CNC(=O)/C=C1\NC(C)(C)Cc2c1ccc1ccccc21
→ -1	2	5	-3	5	-4	7	-2
> O=C(c1ccccc1F)N1CCN(Cc2nc3sc4c(c3c(=O)[nH]2)CCCC4)CC1
→ -3	-5	5	-7	-3	2	16	4
> CC(C)C(NC(=O)C1CCCCC1)C(=O)NC1CCCC(C)C1C (configuration not stated)
→ 0	19	0	10	7	-1	4	0
> COc1ccc(NC(=O)CN(C)C(=O)CSc2ccc3c(c2)OCCO3)cc1
→ 3	11	3	18	13	-2	-1	14
> OCC[C@@H]1C[C@H](O)[C@@H](O)[C@]2(Cc3ccccc3O2)O1
→ 12	-6	-8	-6	11	-3	1	-3
> N#CCCN1CCN(C(=S)c2ccc(-c3ccc(Cl)cc3)o2)CC1
→ 2	-8	-30	-3	-14	1	6	15
> COc1ccc(NC2=CC(c3ccc(OC)c(OC)c3)N(c3ccc(OC)cc3)C2=O)cc1 (configuration not stated)
→ -4	-7	-9	-5	-6	-2	-5	33
> CC(=O)c1ccc(N2CCN(C(=O)c3ccc(Cl)c(S(=O)(=O)NC4CC4)c3)CC2)c(F)c1
→ 1	-4	-4	-4	6	2	2	6
> C=CCNC(=O)c1c(CS(=O)(=O)c2ccccc2)noc1C(=O)NCc1ccccc1
→ -7	4	0	-1	14	-6	9	-6
> O=S(=O)(NCc1ccccc1)[C@@H]1CC2C=CC1C2 (some centres not stated)
→ -1	-1	-10	-1	3	-4	6	-6
> O=C(c1c(F)c(F)c(F)c(F)c1F)N1CCc2ccccc21
→ -18	-9	-6	4	-20	0	-8	17
> Cc1cc(C)c2c3c(sc2n1)C(=O)N(c1ccccc1)CC(=O)N3
→ 2	-5	1	1	3	-2	5	-4
